Assay outcomes deposited in PubChem BioAssay by several laboratories.
HCV core dimer: inhibitors of HCV core protein dimerization, primary screen, biochemical, TR-FRET, high-throughput; TR-FRET GST/Flag-core106 dimerization, 1536-well; inhibition, % at 5 µM; actives 0.33% (n = 300,000); AID 1899, 2009;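 active means inhibition above the mean of all tested compounds plus 3 SD, set per screening campaign, cut at about 45% in these data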
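System – GST-tagged and Flag-tagged HCV core protein residues 1-106 · Repeats – one well for each compound · Technique – TR-FRET 671 and 617 nm emission · Doses – one concentration, 5 µM, in 0.5% DMSO · Times – 4 h, 22.5 °C incubation · Also added – Eu donor and XL665 acceptor anti-tag antibodies · Measure – percent inhibition of core106 dimerization signal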
procasp7 counter: procaspase-7 activators, primary screen, counter-screen for procaspase-3 activator project, biochemical, absorbance, HTS, human. Caspase-7 (Homo sapiens), P55210. recombinant procaspase-7, Ac-DEVD-pNA absorbance 405 nm; D23A/D198A/D206A triple mutant, cannot self-cleave; scale: DMSO 0, 5 µM enzyme 100. activation, % at 8.5 µM. actives 0.093% (n = 330,000). AID 463210, 2010;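 active means percent activation above the screen-wide mean plus 3 SD, cut at about 25% in these data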
Target sequence (P55210 whole entry D23A/D198A/D206A): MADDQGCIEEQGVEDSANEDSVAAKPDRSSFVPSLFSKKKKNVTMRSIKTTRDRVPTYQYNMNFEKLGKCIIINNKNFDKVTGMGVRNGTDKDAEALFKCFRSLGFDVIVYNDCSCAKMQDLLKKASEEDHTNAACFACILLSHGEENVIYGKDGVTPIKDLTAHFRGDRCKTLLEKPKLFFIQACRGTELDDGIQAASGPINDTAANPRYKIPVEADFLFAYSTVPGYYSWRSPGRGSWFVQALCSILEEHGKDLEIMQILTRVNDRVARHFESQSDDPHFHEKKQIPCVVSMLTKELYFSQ
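buffer or medium = Zinc-free HEPES/NaCl buffer, pH 7.4 | material = Procaspase-7 triple mutant (PC-7 D3A) | input = 2 µM procaspase-7 mutant as dispensed | signal = Epi-absorbance of released pNA at 405 nm, two timepoints | timing = 1 h preincubation, 2 h reaction | replicates = singlicate compound testing | evaluation = % activation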
CTSL1 counter: Fasciola hepatica cathepsin L1 inhibitors, primary screen, counter-screen for PFM18AAP inhibitor project, biochemical, QFRET, fluorogenic peptide substrate; recombinant F. hepatica cathepsin L1, Z-Leu-Arg-MCA fluorescence; inhibition, % at 5.96 µM; actives 0.49% (n = 300,000);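 active means inhibition above the mean of all tested compounds plus 3 SD, set per screening campaign, cut at about 17% in these data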;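 further: 0% = plate median of test compound wells and 100% = 1 µM Z-Phe-Ala-diazomethylketone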
GASC-1 inh: inhibitors of GASC-1 histone demethylase, primary screen, biochemical, fluorescence, DELFIA europium. Lysine-specific demethylase 4C (Homo sapiens), Q9H3R0. GST-JMJD2C(1-420) H3K9me3 demethylation. inhibition, % at 2.35 µM. actives 0.069% (n = 330,000). AID 2099, 2009;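 active means more than half of a compound's replicate wells show inhibition beyond 50%, single wells judged on their own value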;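 further: signal counts dimethyl H3K9 product captured on neutravidin plate; 0% = median of DMSO wells and 100% = 0.3 times that DMSO median; strong numbers were not always called active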
PP5 inh: PP5 phosphatase inhibitors, primary screen, biochemical, fluorescence | Serine/threonine-protein phosphatase 5 (Homo sapiens), P53041 | purified PP5c, OMFP substrate fluorescence | inhibition, % at 6.7 µM | actives 0.18% (n = 320,000) | AID 1987, 2009;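 active means inhibition above the campaign's mean inhibition across all tested compounds plus 3 SD, cut at about 9.5% in these data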;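 further: 0% = DMSO only and 100% = 100 µM cantharidin control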
procasp3 activ: activators of human procaspase-3 D3A mutant, primary screen, biochemical, absorbance, PC-3 D3A mutant, single concentration | recombinant procaspase-3 D3A, Ac-DEVD-pNA absorbance 405 nm | actives 0.11% (n = 330,000) | activation, % at 8.5 µM | Caspase-3 (Homo sapiens), P42574;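 active means activation above the mean of all tested compounds plus 3 SD, cut at about 21% in these data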;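 further: 0% = DMSO alone and 100% = DMSO wells spiked with extra 5 µM PC-3 D3A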
Target sequence (P42574 whole entry D9A/D28A/D175A): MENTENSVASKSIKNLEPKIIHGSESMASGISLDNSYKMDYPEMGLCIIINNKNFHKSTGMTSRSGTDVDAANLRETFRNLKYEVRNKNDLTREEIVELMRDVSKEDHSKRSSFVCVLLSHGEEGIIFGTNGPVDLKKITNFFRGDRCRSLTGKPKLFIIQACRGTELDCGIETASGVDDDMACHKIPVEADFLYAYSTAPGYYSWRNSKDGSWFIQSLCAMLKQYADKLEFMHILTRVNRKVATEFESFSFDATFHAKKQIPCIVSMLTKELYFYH
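Assay system: Procaspase-3 D3A mutant, all three cleavage aspartates alanine. Buffer or medium: Zinc-free HEPES saline buffer with Triton X-100. Times: 1 h compound preincubation, 2 h substrate hydrolysis at 25 °C. Measured by: 405 nm absorbance of p-nitroaniline, reads at 0 and 120 min. Read-out basis: percent activation relative to control range. Replicates: singlicate.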
Efflux pump mplx: inhibitors of Candida efflux pumps in yeast, primary screen, S. cerevisiae, Nile Red, multiplex; AID 485275, 2010; inhibition, % at 10 µM; S. cerevisiae Candida pump triplex; actives 0.44% (n = 330,000);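 active means plate passing quality check with inhibition over a set limit, or well fluorescence over plate mean plus 4 SD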;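 further: Nile Red retained in pooled yeast measured as flow cytometry median fluorescence; 0% = buffer negative control and 100% = Enniatin B positive control; higher means more Nile Red kept so more efflux inhibition; some compounds called inactive have numbers as strong as hits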
TPT1 inh: Candida albicans TPT1 enzyme inhibitors, primary screen, biochemical, fluorescence polarization; inhibition, % at 5 µM; recombinant caTPT1, FP RNA substrate dephosphorylation; tRNA 2'-phosphotransferase TPT1 (Candida albicans SC5314); actives 0.81% (n = 300,000); AID 1962, 2009;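 active means inhibition above the mean of all tested compounds plus 3 SD, set per screening campaign, cut at about 24% in these data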;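 further: plate controls were DMSO alone for no effect and ferristatin control at 100 nM for full effect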
PP1 inh: PP1-alpha phosphatase inhibitors, primary screen, counter-screen for PP5 inhibitor project, biochemical, fluorescence, OMFP substrate, single point; Serine/threonine-protein phosphatase PP1-alpha catalytic subunit (Homo sapiens), P62136; purified PP1alpha; inhibition, % at 6.7 µM; actives 0.9% (n = 320,000);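 active means inhibition above the mean inhibition of all tested compounds plus 3 SD, computed separately for each screening campaign, cut at about 15% in these data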
Target sequence (P62136 whole entry, looked up): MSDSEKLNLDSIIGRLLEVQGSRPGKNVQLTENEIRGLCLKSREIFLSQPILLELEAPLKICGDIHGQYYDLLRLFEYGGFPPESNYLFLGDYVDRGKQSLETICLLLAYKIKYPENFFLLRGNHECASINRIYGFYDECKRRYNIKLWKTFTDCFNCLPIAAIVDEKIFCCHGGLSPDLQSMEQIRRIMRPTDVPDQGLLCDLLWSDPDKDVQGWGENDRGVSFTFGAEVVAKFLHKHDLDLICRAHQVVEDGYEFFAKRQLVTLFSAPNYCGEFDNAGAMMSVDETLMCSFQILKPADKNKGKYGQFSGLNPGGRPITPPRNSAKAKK
An asterisk follows results filed as active; nt = no result given. Hits appear at their usual frequency; any-hit rate near 2.9%.

Fields: HCV core dimer, procasp7 counter, CTSL1 counter, GASC-1 inh, PP5 inh, procasp3 activ, Efflux pump mplx, TPT1 inh, PP1 inh
- CCN(CC)C(=O)CN(c1cccc(C(F)(F)F)c1)S(C)(=O)=O
→ 1, 12, -4, 9, 0.6, 5, 0.1, -2, -1
- CCN=C1SC(CC(=O)NC(C)C)C(=O)N1CC (stereo not given)
→ -2, 2, -3, 8, -3.9, -5, 0.0, 0, 5
- Cc1ccc(S(=O)(=O)NC2CCSC2=O)cc1C (stereo not given)
→ nt, 4, nt, 6, 1.4, 3, -0.2, nt, -4
- Cc1cccc(-c2noc(CNC(=O)COc3ccccc3C)n2)c1
→ 6, -2, 4, 5, 0.1, 4, 0.1, -3, 2
- CCc1ccc(NS(=O)(=O)c2c(C)noc2C)cc1
→ -3, 0, -1, 5, 0.9, 4, 0.0, -1, -3
- CCOC(=O)N1CCN(CC(O)COc2ccccc2C(C)(C)C)CC1 (stereo not given)
→ 1, 5, 1, -5, 0.8, 0, -0.1, 3, 4
- O=C(CCS(=O)(=O)c1ccc(Br)cc1)NCCc1ccc(Cl)cc1
→ -24, 3, -3, 1, 0.8, 4, -0.1, -3, -5
- Nc1nc(NCC2CCCO2)nc(Nc2cccc(Cl)c2)c1[N+](=O)[O-] (stereo not given)
→ 4, -7, -4, -20, -0.2, -2, 0.2, -2, 2
- CC(c1ccncn1)N(C)Cc1nc(Cc2ccccc2F)no1 (stereo not given)
→ 0, 14, 0, 2, 4.3, 6, 0.1, 1, -5
- COc1ccccc1CCNC(=O)c1cccc(S(=O)(=O)NCc2ccccc2)c1
→ -1, 2, 1, 3, 1.9, -4, -0.1, 0, 0
- NC(=O)c1nsc(C(=O)N(Cc2ccco2)C(C(=O)NCC2CCCO2)c2ccc(O)cc2)c1N (stereo not given)
→ 1, -9, -1, -15, -0.8, -1, 0.1, -6, -6
- CCc1c(C(=O)N/N=C/c2cn[nH]c2-c2ccc(F)cc2)csc1C
→ 5, 4, 0, 7, 0.3, 7, -0.5, 2, 2
- Nc1ccc(O)c(C(=O)O)c1
→ -3, -7, -1, -19, -1.9, -1, 0.0, -7, 1
- Cc1cccc(N2Cc3ccc(Br)cc3C2)c1
→ 22, -1, 5, 9, -2.2, -15, 0.1, 4, 2
- Cc1nnc(N2C(=O)C(O)=C(C(=O)c3ccco3)C2c2ccc(C(C)C)cc2)s1 (stereo not given)
→ -1, -7, 5, 3, 0.0, -14, 0.2, 0, 9
- CCN(Cc1ccccc1)C(=O)c1ccc(C)c(S(=O)(=O)N2CCCCC2)c1
→ nt, 0, nt, 5, 0.4, 4, -0.3, nt, -1
- O=C(Nc1ccc(N2CCCC2)cc1)c1ccc(Br)o1
→ 5, -13, 4, 9, 5.8, 1, -0.1, 8, 15
- Cc1nn(CC(=O)N2N=C(C(F)F)CC2(O)C(F)F)c(C)c1[N+](=O)[O-] (stereo not given)
→ 6, 9, 1, 9, -3.7, 4, -0.5, 2, -1
- CCCCN1CCc2c([nH]c3ccccc23)C1=O
→ 2, 2, 3, 1, -0.3, -4, 0.0, -3, -3
- CCOC(=O)c1nn(-c2cc(C(=O)OC)cc(C(=O)OC)c2)cc1O
→ 4, -1, 2, 4, 0.7, 1, 0.2, 1, -6
- COc1ccc(NC(=S)Nc2cc(C)cc(C)n2)cc1OC
→ 1, -2, 1, -1, 3.3, -6, 0.3, 3, -4
- COc1cc2c(C(=O)NCCN(C)C)cn(CC(C)C)c(=O)c2cc1OC
→ -1, 9, -2, -1, 0.9, 4, -0.1, -1, -5
- COc1ccc(C2(C(=O)NCCc3ccccc3)CCCC2)cc1OC
→ 5, 0, -11, 1, 2.2, -5, 0.6, 0, -7
- O=C1NC2(NN1c1ccccc1)C1CC3CC(C1)CC2C3 (stereo not given)
→ 8, -2, -2, 10, 2.1, 0, 0.3, -1, 0
- O=S(=O)(c1ccccc1Cl)N1CCC(O)(c2cccnc2)CC1
→ -2, 14, 2, 4, -0.3, -3, -0.1, -2, -3
- COC(=O)NCc1ccc2c(c1)OCO2
→ -5, -7, 0, -1, -0.3, 17, -0.1, -6, 1
- CN(CCN(C)C(=O)c1[nH]cnc1C(=O)Nc1ccccc1)C(=O)c1[nH]cnc1C(=O)Nc1ccccc1
→ nt, 0, nt, 3, nt, -7, -0.2, nt, nt
- Nc1nc(SCC(=O)Nc2ncc(C(F)(F)F)cc2Cl)n[nH]1
→ 0, 9, 0, -2, 0.5, 7, 0.0, 0, -2
- CC1CCN(C(=O)c2cc(S(=O)(=O)N3CCCCC3)c[nH]2)CC1
→ -1, -2, 1, -5, 1.4, 3, -0.1, 1, 3
- CC(C)CN(C(=O)C1COc2ccccc2O1)c1c(N)n(CC(C)C)c(=O)[nH]c1=O (stereo not given)
→ nt, -7, nt, -3, 0.8, -2, 0.0, nt, -5
- CCOc1cccc(-c2nnc3sc(-c4ccco4)nn23)c1
→ 3, 8, 0, 26, 3.8, 1, 0.0, 1, 0
- Cc1ccccc1C([O-])=Nc1ccc[n+](-c2nc3ccccc3nc2NS(=O)(=O)c2ccccc2)c1
→ 12, 4, 0, -11, 3.3, 4, 0.0, -5, 0
- CC1CCc2cc(F)ccc2N1C(=O)CSc1nnc(-c2cccs2)n1C (stereo not given)
→ -2, -8, -1, -13, 0.5, 3, -0.1, 0, 0
- CCCc1nc(SCC(=O)Nc2nnc(SCC)s2)c2c(=O)n(C)c(=O)n(C)c2n1
→ -8, 6, 0, -13, -0.6, -6, 0.1, -2, 0
- CCn1c(C)nc2cc(C(=O)NN=Cc3ccc([N+](=O)[O-])cc3)ccc21
→ nt, 13, nt, 2, nt, 11, -0.2, nt, nt
- CC(CCN1CCN(CCO)CC1)c1ccccc1 (stereo not given)
→ -7, -6, 3, 4, -0.8, 7, -0.1, -4, -1
- Cc1ccc(C(=O)Oc2ccccc2N2C(=O)C3C4CCC(C4)C3C2=O)cc1 (stereo not given)
→ 3, 4, -8, -7, 1.2, 6, 0.3, -1, 3
- COc1ccc(C(=O)NCCn2cc(SCC(=O)NCC3CCCO3)c3ccccc32)cc1OC (stereo not given)
→ -10, 3, -2, -7, -2.2, 2, 0.0, 0, -2
- O=C(CN1C(=O)/C(=C/c2ccc(F)cc2)SC1=S)NC1CCS(=O)(=O)C1 (stereo not given)
→ 0, -2, 3, -3, 1.5, -9, -0.1, 2, 3
- O=C(COC(=O)Cc1n[nH]c(=O)c2ccccc12)NNC(=O)c1ccccc1
→ -3, 8, -1, 4, 1.1, -1, 0.1, -1, -1

Entries of single compounds, looked up by structure. Order of screens: HCV core dimer	procasp7 counter	CTSL1 counter	GASC-1 inh	PP5 inh	procasp3 activ	Efflux pump mplx	TPT1 inh	PP1 inh
Results for CCn1c(C)nc2cc(C(=O)NN=Cc3ccc([N+](=O)[O-])cc3)ccc21 : nt	13	nt	2	nt	11	-0.2	nt	nt
Results for CCOc1cccc(-c2nnc3sc(-c4ccco4)nn23)c1 : 3	8	0	26	3.8	1	0.0	1	0

More compounds follow.
Fields: HCV core dimer, procasp7 counter, CTSL1 counter, GASC-1 inh, PP5 inh, procasp3 activ, Efflux pump mplx, TPT1 inh, PP1 inh
- CC(C)OC(=O)CC(=O)CSc1nc2c(c(-c3cccs3)c1C#N)CCC2
→ 13, -33, 7, 4, 2.8, -15, 0.2, 9, 8
- CC(C)CNC(=O)c1ccccc1NC(=O)c1ccc(CSc2ccccc2)cc1
→ 2, 8, 1, 6, 7.0, 4, -0.5, 2, 0
- O=C(NN1C(=O)c2ccccc2C1=O)C1C2CCCCC21 (stereo not given)
→ 11, -3, -8, 2, 4.5, -3, -0.2, 2, 1
- CCOC(=O)C(C)Sc1nnc2n1C(C)(C)Cc1ccccc1-2 (stereo not given)
→ -1, 15, 0, -11, -0.1, 1, 0.0, -2, -1
- CC1C(C(=O)Nc2ccccc2)CCCC1(C)C(=O)O (stereo not given)
→ -1, 7, 1, -13, 0.8, 3, -0.1, 1, -6
- CC(C)(C)OC(=O)C(C)(C)Sc1nnc(N)s1
→ 2, 7, -2, 0, -1.0, 3, -0.1, 2, 0
- Cc1[nH]c(=O)c(S(=O)(=O)c2ccccc2)c(C)c1Cl
→ -12, 0, 4, -9, 0.2, 3, -0.1, -1, 3
- CCOC(=O)c1sc(NC(=O)Nc2cccc(Cl)c2)cc1C
→ 14, -8, 0, 9, 0.8, 4, 0.0, -1, 6
- COc1ccc(C(=O)/C=C/c2ccc3c(c2)OCCO3)cc1
→ 3, 0, -1, 22, 1.6, -2, 0.0, 1, -2
- COC(=O)n1c(=O)oc2cc(S(=O)(=O)N3CCCCC3)ccc21
→ -7, 3, 0, -23, 0.4, -8, -0.1, -2, -4
- CCCCNC(=S)Nc1ccc2cn[nH]c2c1
→ 3, -4, 1, 1, -0.6, 6, 0.1, 1, -3
- CC1(C)CC(=O)c2sc(NS(=O)(=O)c3ccccc3)nc2C1
→ 4, 10, -2, 20, 2.2, -5, 0.0, 7, -3
- Cn1ccc(C(=O)OCC(=O)c2ccccc2)n1
→ 2, -5, -2, -7, -0.8, -5, 0.0, -1, -2
- COc1ccccc1CCNC(=O)CSc1ccc(-c2ccco2)nn1
→ 3, -17, 1, 9, -3.9, -9, 0.0, 2, -4
